b-catenin transl: modulators of beta-catenin nuclear translocation, primary screen, imaging, HeLa cells, immunofluorescence, high-content. nuclear translocation activity, % at 5 µM. actives 0.3% (n = 190,000). AID 1665, 2009;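 active = nuclear translocation activity above 50% at 5 µM, with a well cell count of 50 or more; inconclusive = wells under 50 cells across six images, flagged as toxic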;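 note: per-cell ratio of nuclear to cytoplasmic median beta-catenin stain intensity; plate controls were DMSO negative control for no effect and GSK-3 inhibitor IX positive control for full effect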
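System: HeLa cells, endogenous beta-catenin; compound dosing: 5 µM primary single dose, 0.1% DMSO, 0.02–20 µM confirmation series; incubation: 24 h compound exposure at 37°C, 5% CO2; signal: beta-catenin immunofluorescence imaging with DAPI; evaluation: % activation, nuclear-to-cytoplasmic median beta-catenin signal ratio per cell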
SV40 large T antigen: SV40 large T antigen inhibitors, biochemical (AID 1903); actives 0.39% (n = 310,000); SV40 large T antigen ATPase/helicase inhibition assay; higher % means a stronger effect; one-dose inhibition, % at 20 µM; IC50 in µM for titrated hits; in the data active = a potency from the dose series; inconclusive = inhibition mostly from about 32% at the one dose, without a potency; inactive = the rest, 99 in 100 with inhibition below about 32%; note: strong numbers were not always called active
Myeloid diff 2: induction of myeloid progenitor differentiation, primary screen, cell-based, flow cytometry, MLPCN library | ER-HoxA9 myeloid progenitors, lysozyme-GFP differentiation | calls only at 10 µM | actives 1% (n = 360,000);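 active = normalized GFP-positive differentiation at or above the plate's own cutoff, the solvent-only control mean plus 3 SD; inconclusive = no clear call, values can overlap the other calls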;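 note: cells exposed to compound for four days before flow analysis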
RSV CPE inhibition: RSV antiviral activity via CPE protection, HEp-2 cells, primary 10 µM value included (AID 2391) | HEp-2 cells, RSV-induced CPE inhibition; higher % means a stronger effect | CPE inhibition, % at 10 µM, or IC50 in µM where a hit was titrated | actives 0.13% (n = 310,000); in the data active = a potency from the dose series; inconclusive = CPE inhibition mostly from about 23% at the one dose, without a potency; inactive = the rest, 99 in 100 with CPE inhibition below about 21%; note: strong numbers were not always called active
T cell modulator: modulators of CD8 T cell-vesicle binding, primary screen, mouse 2C CD8+ T cells, flow cytometry; 2C CD8+ T cell-vesicle binding; active compounds read low; calls only at 7 µM; actives 0.068% (n = 330,000); AID 2052, 2009;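 active = response, share of CD8 T cells binding vesicles, and their 90th percentile fluorescence all below set limits, cut at about 80% in these data, passing the limit was not always enough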
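Test system: purified 2C TCR transgenic mouse naive CD8+ T cells. Probe or stimulus: QL9-peptide-loaded Drosophila micro-vesicles bearing Ld, ICAM-1 and B7-1. Incubation: binding step 1.5 h, 37 °C, antibody labelling 20 min, ice. Measured by: flow cytometry of vesicle-bound cells.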
WT yeast gro inh: growth inhibition of WT strain, primary screen, mitochondrial fusion inhibitor project, WT and mutant strains, chemical genetic | mitochondrial fusion phenotypic screen | inhibition, % at 10 µM | actives 2.1% (n = 190,000) | AID 1362, 2008; in the data active = inhibition above about 58%; tested in S. cerevisiae
PhoP inhibition: inhibitors of PhoP regulon expression, primary screen, Salmonella Typhimurium, GFP reporter (AID 1863) | S. Typhimurium PhoP-regulated promoter GFP reporter, 4 h; higher % means a stronger effect | inhibition, % at 50 µM, or IC50 in µM where a hit was titrated | actives 0.16% (n = 300,000);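 active = inhibition over 29.93%, a cutoff 3 SD above the screen mean, later confirmed by dose response; inconclusive = inhibition over 29.93% but no dose response follow-up; inactive = inhibition at most 29.93% or unconfirmed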;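 note: 0% = low Mg2+ inducing control and 100% = high Mg2+ repressing control; strong numbers were not always called active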
West Nile virus CPE: West Nile virus antiviral activity, cell-based, CPE readout (AID 1621); actives 0.02% (n = 290,000); West Nile virus-infected cells, CPE inhibition; higher % means a stronger effect; CPE inhibition, % at 10 µM; hits with a dose series show IC50 in µM; in the data active = a potency from the dose series; inconclusive = CPE inhibition mostly from about 3.7% at the one dose, without a potency; inactive = the rest, 99 in 100 with CPE inhibition below about 2.2%; note: strong numbers were not always called active
MgcRacGAP inhibition: MgcRacGAP GTPase-activating activity inhibitors, confirmation, biochemical, ADP Hunter fluorescence; Rac GTPase-activating protein 1 (Homo sapiens); MgcRacGAP-stimulated Rac1 GTP hydrolysis, ADP Hunter fluorescence; higher % means a stronger effect; GST-tagged Rac1 F28L mutant substrate; one-dose inhibition, % at 30 µM; IC50 in µM for titrated hits; actives 0.6% (n = 340,000);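 active = first-screen hits whose inhibition reached a set limit at any dose in the follow-up dose series; inconclusive = inhibition above the set first-screen limit but never retested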;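 note: fluorescence reports GDP produced by GAP-driven GTP hydrolysis; strong numbers were not always called active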
WT yeast gro inh mutant strain: further read-out of WT yeast gro inh, marked with its call; inhibition, %; mitochondrial fusion phenotypic screen, mutant strain inhibition
b-catenin transl cell count 5 µM: recorded beside b-catenin transl, whose call it bears; cell count; measured here: cell count, cytotoxicity flag
T cell modulator vesicle-bound %: also measured in T cell modulator; calls as there; double positive events, %; measured here: CD8+ vesicle-bound cell fraction;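 binding gate set so that unloaded-vesicle control wells show 10% double positive cells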
Myeloid diff 2 GFP+ MAC1+ %: further read-out of Myeloid diff 2, marked with its call; GFP+ MAC1+ double positive, %; measured here: differentiation confirmed by MAC1 staining
* hit, by the source's call; i = inactive; u = inconclusive; x = no result given; + = active, no number. The order is random. About 3.6% of those tested had a hit in this group.

SMILES	b-catenin transl	b-catenin transl cell count 5 µM	SV40 large T antigen	Myeloid diff 2	Myeloid diff 2 GFP+ MAC1+ %	RSV CPE inhibition	T cell modulator	T cell modulator vesicle-bound %	WT yeast gro inh	WT yeast gro inh mutant strain	PhoP inhibition	West Nile virus CPE	MgcRacGAP inhibition
N=C1C(=O)OCC1c1ccccc1NC(=O)Nc1ccccc1 (centres undefined)	-5.1	1074	20%	i	0.5	-0.2%	i	31	24	8	1%	-0.9%	5%
O=C(O)c1ccc2c(=O)n3c(nc2c1)/C(=C/c1ccccc1OC(F)F)CC3	x	x	6%	i	0.3	0.4%	i	61	x	x	7%	0.2%	7%
Cc1ccc(SCC(=O)NC(=O)NC(C)C)c(C)c1	-0.5	1045	5%	i	0.7	-0.2%	i	32	-6	10	3%	-0.2%	10%
Cc1c(C=C2C(=O)c3ccccc3C2=O)cc(C#N)n1C	0.1	1104	15%	x	x	-0.5%	i	11	x	x	-14%	0.1%	x
CCN(CC)c1c([N+](=O)[O-])c(=O)n(CC)c2ccccc12	-0.1	1326	9%	i	0.2	2.6%	i	8	x	x	-7%	0.1%	x
CCCNS(=O)(=O)c1ccc(NC(=O)c2cccnc2)cc1	x	x	1%	i	0.8	1.9%	i	60	9	31	-20%	-0.5%	4%
CCOCCCNC(=O)C(c1ccc(Cl)cc1)N(Cc1cccs1)C(=O)c1ccccn1 (centres undefined)	1.0	950	-7%	i	0.7	-0.3%	i	1	9	13	-6%	-0.7%	0%
CN1C(=O)C(O)(CC(=O)c2cccc(-n3cccc3)c2)c2ccccc21 (centres undefined)	x	x	-1%	i	4.0	0.2%	i	41	8	-2	10%	1.4%	8%
Cn1c(C(=O)N(Cc2ccccc2)Cc2ccccn2)cc2sccc21	-3.9	1189	17%	i	6.0	13%	i	53	25	30	4%	1.0%	5%
CCOC(=O)N1CCN(S(=O)(=O)/C=C/c2ccccc2)CC1	-7.3	1046	-6%	i	0.5	6.9%	i	18	3	-11	1%	-1.0%	11%
COc1ccc(N2CCN(c3ccc4nnc(CCC(=O)Nc5ccc(C)cc5)n4n3)CC2)cc1	x	x	15%	i	0.3	14%	i	53	x	x	x	-0.6%	30%
Nc1cc(Oc2cccnc2)cc([N+](=O)[O-])c1	-2.9	1112	-4%	i	0.4	x	x	x	6	5	-3%	-0.4%	-1%
Cn1c(SCC(=O)N2CCCC2)nc2cccnc21	0.6	1564	5%	i	0.1	-1.6%	i	59	8	1	8%	0.5%	1%
COc1ccc(NC(=O)c2cnc3sccn3c2=O)cc1	-0.1	1078	5%	i	1.1	1.3%	i	8	7	6	-11%	0.8%	4%
Fc1ccc(Oc2nc(-c3ccccn3)nc3ccccc23)cc1	3.6	1078	2%	i	0.6	x	i	21	x	x	3%	-0.1%	x
CC(=O)Nc1ccc(NCc2ccc(C)s2)cc1	x	x	25%	i	0.4	1.4%	i	69	x	x	1%	-1.0%	30%
COc1ccccc1C1/C(=C(/O)c2ccc(C)cc2)C(=O)C(=O)N1CC(C)O (centres undefined)	-0.2	1349	32%	i	0.7	-3.1%	i	60	4	-1	-12%	0.1%	13%
CCN(CC)c1ccc(C(=O)NNC(=O)CN2C(=O)NC(C)(c3ccccc3)C2=O)cc1 (centres undefined)	x	x	x	i	0.7	0.7%	i	39	x	x	x	x	8%
O=c1ccc2c(-c3ccccc3)c3ccc(O)cc3oc-2c1	x	x	u	+	13*	5.7%	i	48	x	x	-137%	-0.4%	10%
CCCC(=O)Nc1cc(-c2nc3ncccc3o2)ccc1C	x	x	1%	x	x	-0.4%	i	24	-6	-12	-1%	0.3%	-6%
C/C(=N\NC(=O)c1ccc(CN2CCc3ccccc3C2)cc1)c1ccccc1O	0.6	1082	11%	i	0.0	9.2%	i	66	-18	14	4%	-1.0%	5%
CCOc1ccc(C(C(=O)NC2CCCC2)N(Cc2ccccc2)C(=O)c2nsc(Cl)c2Cl)cc1 (centres undefined)	-4.4	1156	-3%	i	0.3	8.6%	i	10	62*	3.1*	26%	-0.8%	8%
Cc1[nH]c(=O)[nH]c(=O)c1/C=N/NC(=O)[C@H](C)N	-0.2	1297	6%	i	0.4	-0.5%	i	36	x	x	8%	0.6%	3%
COc1ccc(N2C(=O)CCC(C(=O)N(C)C3CCCCC3)C2c2ccc(OC)c(OC)c2)cc1 (centres undefined)	x	x	3%	x	x	1.8%	i	29	7	17	-14%	-0.2%	x
CC(C)(C)OC(=O)NOCC(=O)N(Cc1ccccc1)CC(O)COc1ccccc1 (centres undefined)	x	x	1%	i	1.5	1.8%	i	49	x	x	x	x	-18%
CCOC(=O)Cn1c(CN2CCN(C(=O)c3ccco3)CC2)nc2c1c(=O)n(C)c(=O)n2C	x	x	11%	i	0.9	2.4%	i	45	x	x	3%	-0.5%	-4%
COc1ccc2cc(C(c3nnnn3C3CCCC3)N3CCc4ccccc4C3)c(=O)[nH]c2c1 (centres undefined)	0.4	911	20%	i	0.5	1.2%	i	50	-4	-10	-8%	0.5%	7%
CC1CC(=O)Nc2ccccc2N1S(=O)(=O)c1ccc(Br)cc1 (centres undefined)	-0.8	1085	-1%	i	0.8	1.6%	i	64	-12	-2	-4%	-0.2%	4%
CCN(CC(=O)Nc1ccc(NC(C)=O)cc1)C(=O)c1cc2c(s1)CCCC2	x	x	x	i	0.6	3.2%	i	43	x	x	x	x	0%
Cn1nc(C(C)(C)C)cc1NC(=O)Nc1ccc(Cl)cc1	0.2	1266	-2%	i	0.0	4.0%	i	42	x	x	-6%	0.1%	x

The list goes on (four carried over from the part before).
SMILES	b-catenin transl	b-catenin transl cell count 5 µM	SV40 large T antigen	Myeloid diff 2	Myeloid diff 2 GFP+ MAC1+ %	RSV CPE inhibition	T cell modulator	T cell modulator vesicle-bound %	WT yeast gro inh	WT yeast gro inh mutant strain	PhoP inhibition	West Nile virus CPE	MgcRacGAP inhibition
COc1ccc2cc(C(c3nnnn3C3CCCC3)N3CCc4ccccc4C3)c(=O)[nH]c2c1 (centres undefined)	0.4	911	20%	i	0.5	1.2%	i	50	-4	-10	-8%	0.5%	7%
CC1CC(=O)Nc2ccccc2N1S(=O)(=O)c1ccc(Br)cc1 (centres undefined)	-0.8	1085	-1%	i	0.8	1.6%	i	64	-12	-2	-4%	-0.2%	4%
CCN(CC(=O)Nc1ccc(NC(C)=O)cc1)C(=O)c1cc2c(s1)CCCC2	x	x	x	i	0.6	3.2%	i	43	x	x	x	x	0%
Cn1nc(C(C)(C)C)cc1NC(=O)Nc1ccc(Cl)cc1	0.2	1266	-2%	i	0.0	4.0%	i	42	x	x	-6%	0.1%	x
O=C(Nc1ccc(Br)cn1)c1ccc(COc2c(F)c(F)cc(F)c2F)o1	x	x	x	i	0.5	0.4%	i	35	x	x	x	x	8%
CC(C)COc1nc2ccccc2nc1C(C#N)C(=O)NC1CCCCC1 (centres undefined)	x	x	9%	i	0.5	3.4%	i	55	5	-6	-1%	-0.5%	7%
Cc1ccc(C(=O)NC(=S)Nc2ccc(S(=O)(=O)N3CCN(C)CC3)cc2)cc1	-0.8	1392	10%	i	0.7	-0.4%	i	37	-7	-17	-3%	x	-3%
COc1cccc(/C=N/Nc2nc3ccccc3n3cnnc23)c1	-1.2	1117	4%	i	0.3	0.7%	i	6	2	4	5%	0.7%	10%
CC(NC(=O)CCCN1C(=O)c2ccccc2C1=O)c1ccc2c(c1)CCCC2 (centres undefined)	1.3	990	0%	i	0.9	-0.8%	i	49	8	2	6%	0.3%	8%
CCOC(=O)C1=C(C)NC(C)=C(C(=O)OCC)C1C(=O)OCC(=O)NCCc1ccc(S(N)(=O)=O)cc1	x	x	4%	i	2.1	-0.7%	i	40	x	x	4%	x	-3%
Cc1cc(S(=O)(=O)N2CCN(C(=O)CCC(=O)N3CCOCC3)CC2)ccc1Br	-1.7	1439	-9%	i	0.4	-2.2%	i	35	x	x	x	-0.3%	5%
COC(=O)COc1ccc(S(=O)(=O)Nc2ccc(C(N)=O)cc2)cc1C	-2.0	1195	-2%	i	5.7	0.9%	i	36	14	20	5%	0.3%	3%
O=C(NCc1ccccn1)NC12CC3CC(CC(C3)C1)C2	x	x	7%	i	0.4	0.8%	i	21	-5	8	4%	0.9%	1%
CCOc1ccc(S(=O)(=O)N2CCN(c3ccccn3)CC2)cc1	x	x	-13%	i	0.7	2.6%	i	45	x	x	12%	-1.1%	-6%
O=C(NCc1ccccc1F)C1CCCN1C(=O)Nc1ccccc1 (centres undefined)	x	x	4%	i	0.3	1.0%	i	58	x	x	6%	-0.1%	16%
CCC(=O)Nc1cccc2ccccc12	-1.8	964	4%	i	0.3	-1.1%	i	49	-6	-9	3%	-0.1%	9%
O=C(C[n+]1ccc(C(=O)N/N=C/c2ccc(Br)cc2)cc1)c1ccccc1	-12	1032	14%	i	7.4	0.2%	i	68	6	6	1%	-0.2%	-8%
CNC(=O)COC(=O)/C=C/c1cn(-c2ccccc2)nc1-c1ccc2c(c1)OCCO2	-1.7	1034	11%	i	0.0	7.5%	i	28	6	0	8%	0.1%	4%
CN(C)c1nc(NC(C)(C)C)nc(SCC(=O)Nc2ccccc2)n1	7.6	984	-1%	i	0.3	8.9%	i	18	12	-24	2%	-1.1%	8%
CC1CCCN(C(=S)Nc2ccc(S(=O)(=O)N3CCCCC3)cc2)C1 (centres undefined)	-4.0	1170	6%	i	0.8	x	i	42	x	x	-8%	-1.0%	12%
CCCN1CCC(NC(=O)CCc2nnc(Cc3cc(OC)ccc3OC)o2)CC1	-2.2	1090	9%	i	0.3	-1.2%	i	49	-8	5	0%	0.0%	3%
CC12CC3(C)CC(C)(C1)CC(C(=O)NCC(=O)O)(C2)C3	-0.1	1385	1%	i	0.1	1.1%	i	46	13	5	0%	15%	3%

High-throughput results (PubChem)
